OPRM1-OPRD1 inv: mu-delta opioid heterodimer inverse agonism; P35372+P41143; cell-based MOR-DOR heterodimer luminescence; inhibition, % at 9.3 µM; actives 0.21% (n = 340,000); AID 504357; in the data active means inhibition above about 22%, passing the limit was not always enough;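 further: 0% = cells with DMSO and 100% = wells without cells with DMSO; values of inactives mirror those of a sister screen read the other way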
HTR5A inv ctr: counter-screen for OPRM1-OPRD1 inverse agonists: human HTR5A inverse agonism | P47898 | HTR5A cell line, luminescence | inhibition, % at 9.3 µM | actives 0.083% (n = 340,000); in the data active means inhibition mostly above about 23%, no sharp cut-off; inactive means mostly below about 18%;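 further: 0% = cells with DMSO and 100% = no-cell wells with DMSO; some compounds called inactive have numbers as strong as hits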
Target sequence (P47898 whole entry, looked up): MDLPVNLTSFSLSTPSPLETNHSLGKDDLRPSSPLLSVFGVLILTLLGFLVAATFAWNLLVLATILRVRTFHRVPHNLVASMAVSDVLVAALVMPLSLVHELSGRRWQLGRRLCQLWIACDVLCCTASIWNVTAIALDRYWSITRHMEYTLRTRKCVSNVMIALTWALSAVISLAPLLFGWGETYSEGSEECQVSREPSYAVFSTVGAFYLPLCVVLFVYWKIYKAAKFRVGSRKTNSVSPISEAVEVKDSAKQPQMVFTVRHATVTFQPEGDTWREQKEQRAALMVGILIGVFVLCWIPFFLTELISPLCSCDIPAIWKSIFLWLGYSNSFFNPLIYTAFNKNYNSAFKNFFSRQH
C-LANA FP: KSHV C-LANA DNA binding inhibition | MBP-C-LANA/FAM-LBS DNA binding, fluorescence polarization | inhibition, % at 9 µM | actives 0.078% (n = 340,000);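 active means highest replicate inhibition at or above 60% at 9 µM, even if other replicates fall short; inactive means all replicates below 60% inhibition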;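 further: 0% = neutral control wells and 100% = 4 µM acridine orange control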
Keap1 Nrf2 FP: Keap1-Nrf2 (human) interaction inhibition; inhibition, % at 9.4 µM; actives 0.15% (n = 340,000); Q14145; Keap1 Kelch-Nrf2 peptide fluorescence polarization, 1536-well; in the data active means inhibition above about 12%;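 further: human Keap1 Kelch domain with fluorescein labeled Nrf2 9mer peptide probe; 0% = neutral control wells and 100% = peptide positive control; higher means more block of Keap1 binding to Nrf2 peptide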
HTR5A ag: HTR5A agonism, opioid heterodimer counter-screen; activation, % at 9.3 µM; actives 0.61% (n = 340,000); P47898; HTR5A agonist assay, luminescence, cell-based; AID 504692; in the data active means activation mostly above about 9.5%, no sharp cut-off; inactive means mostly below about 7.6%;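 further: 0% = cells with vehicle only and 100% = reference agonist; strong numbers were not always called active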
RTF Ca sens act: increases calcium sensitivity of human cardiac regulated thin filaments; P19429+P45379; IANBD-labeled TnC RTF fluorescence at EC20 calcium; 0% EC20 calcium, 100% full calcium; activation, % at 7.2 µM; actives 0.24% (n = 340,000); AID 493008;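 active means activation above the mean over all tested compounds plus 3 SD, cut at about 30% in these data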;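 further: rise in fluorescence read as greater calcium sensitivity of cardiac thin filaments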
MOR-DOR ag: agonists of human mu-delta opioid receptor heterodimerization. P35372+P41143. cells, OPRM1-OPRD1 heterodimerization, luminescence. activation, % at 9.3 µM. actives 0.3% (n = 340,000). AID 504326; in the data active means activation above about 18%;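 further: 0% = vehicle-treated cells and 100% = reference agonist; values of inactives mirror those of a sister screen read the other way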
RTF Ca sens inh: cardiac RTF calcium desensitization; P19429+P45379; inhibition, % at 7.15 µM; actives 0.12% (n = 340,000); IANBD-labeled cardiac RTF, Ca2+ fluorescence; AID 493244;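 active means inhibition above the mean inhibition of all tested compounds plus 3 SD, cut at about 17% in these data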;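 further: assay run at fixed EC70 calcium of 1.6 mM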
CAL PDZ FP: CAL PDZ (human) peptide binding inhibition; purified CAL PDZ, TMR-peptide fluorescence polarization, 1 h; inhibition, % at 24.9 µM; actives 0.92% (n = 300,000);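 active means mean inhibition of at least 30% with at least half of replicates also reaching 30%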;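 further: 0% = DMSO neutral control and 100% = excess unlabeled competitor peptide PRC23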
V-ATPase pHluor: yeast V-ATPase proton transport regulation by pHLuorin; S. cerevisiae, pHLuorin cytosolic pH fluorescence; response, % at 10 µM; actives 0.37% (n = 350,000); in the data active means response mostly above about 7.3%, no sharp cut-off; inactive means mostly below about 5.4%; further: actives read high; inactives centre near 0; some compounds called inactive have numbers as strong as hits; reference of the scale not given here
The depositor's hits bear a star; i = inactive; nt = no result given; + = active, no number.

molecule,CAL PDZ FP,Keap1 Nrf2 FP,MOR-DOR ag,HTR5A ag,C-LANA FP,OPRM1-OPRD1 inv,RTF Ca sens inh,V-ATPase pHluor,HTR5A inv ctr,RTF Ca sens act
Cc1ccnc(NC(=O)CCC(=O)N(CC(=O)NC2CCCCC2)Cc2ccccc2)c1,-2,-2,-1.3,-14,-0.3,6,-12,-1,-34,4
O=S(=O)(Nc1cccc(-c2ccc3nncn3n2)c1)c1cccc(F)c1,-3,-6,0.6,1,1.0,-4,-11,6,-7,-2
O=C(CN1CCN(c2ccccc2F)CC1)Nc1nnc(C(F)(F)F)s1,2,0,0.8,-4,0.7,-4,-2,-1,10,1
Cc1cc([N+](=O)[O-])nn1Cc1c(F)c(F)c(F)c(F)c1F,-1,1,0.0,0,1.1,0,-9,-2,-4,-2
O=C(CSc1nccn1Cc1ccccc1)Nc1nccs1,-4,-2,-1.9,-9,-2.6,11,5,0,-4,-1
CC(=O)C1=C(O)C(=O)N(c2ccccn2)C1c1ccc(Cl)cc1 (stereo not drawn),nt,-7,-2.3,-3,0.5,12,-4,-2,-20,0
COc1ccc(C(=O)NCC(=O)N2CCN(C(=O)c3ccco3)CC2)cc1,-3,1,-1.0,7,-1.6,6,2,2,-25,-2
CC1CC(C)(C)NC(=S)N1CCC(=O)N1CCN(Cc2ccccc2)CC1 (stereo not drawn),2,-1,-3.1,-2,1.5,15,-14,-2,-2,7
C=CCCCCCCCCc1nc(SCC(C)=O)n[nH]1,nt,5,1.3,0,-45,-7,3,-2,11,-3
CN(C(=O)/C=C/c1ccc([N+](=O)[O-])s1)c1ccccc1,-1,-1,-0.4,8,-3.6,2,-7,1,-22,7
Cc1cc(C)c(C(=O)Nn2c(C)nc3ccccc3c2=O)cc1C,-4,4,-1.6,-1,1.2,7,-7,0,2,3
O=C(NC1CCCCC1)C(c1cccnc1)N(CCc1ccccc1)C(=O)Cc1cccs1 (stereo not drawn),-5,-8,-1.6,-2,0.3,8,-6,-5,-7,5
CCOC(=O)N1CCC(Nc2cc(C)nc3c(-c4ccccc4OC)c(C)nn23)CC1,nt,5,-0.3,0,2.3,1,-3,2,-1,1
O=C1[C@H]2[C@@H](c3ccc(F)cc3)N3C(=O)N(c4ccc(Br)cc4)C(=O)[C@@]3(Cc3ccccc3)[C@H]2C(=O)N1C1CCCCC1,-3,-5,6.2,8,1.3,-34,-8,2,-10,2
O=C1CN(C(=O)COC(=O)C2=COCCO2)c2ccccc2N1,1,0,-1.8,-2,2.3,11,14,-1,-24,-8
CCOC(=O)c1c(SCc2ccccc2)n[nH]c1N,-1,3,-1.4,4,0.5,7,7,-4,-15,-6
CCN1C[C@@H]2[C@@H]3C(=O)N(C)C(=O)[C@@H]3[C@](C)(C1=O)N2C(=O)c1ccc(C(C)(C)C)cc1,-1,2,-1.5,-1,1.1,9,-2,-3,4,3
O=C(C1CC1(c1ccccc1)c1ccccc1)N1CCOCC1 (stereo not drawn),2,0,-3.3,-1,0.2,18,-8,-5,-8,-1
COc1ccccc1N(CC(=O)NC1CCCC1)C(=O)c1oc(C(C)(C)C)cc1C,nt,2,0.6,2,-2.7,-3,0,2,6,-4
C=CCC1NS(=O)(=O)OC(CCc2ccccc2)C1O (stereo not drawn),-1,-1,-2.7,0,-0.4,12,6,-1,-20,-3
COC(=O)[C@@]1(Cc2ccccc2)[C@H]2C(=O)N(C)C(=O)[C@H]2[C@H]2CN=C(SCC3CC3)N21,-3,-4,-2.6,1,-0.7,13,3,4,-3,-4
CCn1c(SCC(=O)N2CCCC2)nc2c1c(=O)n(C)c(=O)n2C,4,-4,-0.9,-3,-0.3,5,2,2,17,-4
COc1ccc(-c2nc(CS(=O)(=O)CC(=O)NCc3ccccc3OC)c(C)o2)cc1,-5,-2,-1.1,-4,0.0,6,1,-2,-22,-6
Cc1ccc(-c2cc(C(=O)NCc3ccc4c(c3)OCO4)no2)cc1,7,1,3.2,0,-0.1,-19,7,1,-1,2
COCCN(C(=O)Cc1cccs1)C(C(=O)NCc1ccc(OC)cc1)c1ccc(C(C)C)cc1 (stereo not drawn),-2,3,3.2,0,1.1,-19,-5,1,-3,-10
COC(=O)/C=C1\SC(=Nc2ccc(Cl)c(Cl)c2)NC1=O,0,-2,-2.1,1,-1.2,11,2,-4,-8,1
Cc1ccccc1C(=O)Nc1cccc(C(=O)N/N=C/c2ccccn2)c1,-10,-4,-1.4,-5,0.8,6,-10,-1,17,4
COc1cc(OC)c(N(C)S(=O)(=O)c2cccc(C(=O)OCc3c(C)noc3C)c2)cc1Cl,3,2,-2.4,5,0.3,12,-5,4,33,2
CCNC(=O)CN1C(=O)NC2(CCOc3ccccc32)C1=O (stereo not drawn),-3,-1,-2.6,-3,-0.9,14,8,-3,8,4
CCCn1nc(C(=O)Nc2ccc(-n3cnnn3)cc2)c2ccccc2c1=O,-2,1,0.8,2,-0.8,-5,0,3,-18,-11
Cc1ccc2c(c1)sc[n+]2Cc1ccccc1,-5,-6,-0.3,8,0.2,2,5,-9,3,-4
COc1ccccc1OC(=O)Cc1cccc2ccccc12,-3,-1,1.8,-2,-1.3,-9,-3,-1,8,-1
CCOc1cc(/C=C(/C#N)c2ccc(Cl)cc2)cc(Cl)c1OCC(=O)O,nt,-2,-0.3,8,0.1,2,2,-1,-8,-2
COc1ccc(CCNC(=O)C(=O)c2cn(CC(=O)N3CCOCC3)c3ccccc23)cc1,-2,0,-3.3,2,-0.5,17,-2,-2,32,0
Nc1ccc2cc3[nH]c4cc(N)ccc4c3nc2c1,-2,161*,6.6,-4,164*,-34,i,-49,16,+
CCn1c(SCC(=O)N/N=C/c2c[nH]c3ccccc23)nnc1-c1ccc(C(C)(C)C)cc1,-2,4,1.5,1,-1.3,-8,3,1,-5,7
Cc1cccc(N(O)C(=O)Nc2cccc(Cl)c2)c1,31*,-2,1.1,1,3.6,-5,-10,2,-3,9
Cc1ccc([C@@H]2[C@@H]3C(=O)N(C)C(=O)[C@@H]3[C@]3(C)C(=O)N(Cc4ccc(-c5ccccc5)cc4)CC(=O)N23)o1,1,0,-4.8,1,-0.5,22,-6,-1,-23,-5
CC(=O)Nc1ccc(S(=O)(=O)n2nc(C)cc2C)cc1,1,-2,0.1,-2,2.8,0,-5,0,8,-1
O=C(NC1CCS(=O)(=O)C1)c1ccc(S(=O)(=O)NCC2CCCO2)cc1 (stereo not drawn),-2,2,0.0,-3,0.5,0,3,1,12,1
CN1C2C=C(N(CCc3ccccc3)C(=O)c3ccc(Cl)cc3)CC1CC2 (stereo not drawn),nt,-2,73*,1,0.0,-377,-7,-1,5,2
O=C1CCCN1CCNC(=S)Nc1ccccc1,-5,-3,-1.3,12,-1.6,7,0,2,4,4
COc1ccc(-c2c(C(F)(F)F)oc3c(CN4CCN(C)CC4)c(O)ccc3c2=O)cc1,-2,-1,-4.5,-9,-0.2,22,-8,3,23,5
CCO/N=C(/C)c1c(O)cc(C(C)(C)C)n(-c2ccccc2)c1=O,-2,-6,-3.1,-2,0.0,16,-6,0,-10,-3
CC(=O)c1cccc(CN2CCC(C(=O)Nc3ccc(-c4cccc(C)c4)cc3)CC2)c1,-6,4,4.0,-2,2.0,-19,-5,0,6,-2
CN(Cc1ccccc1)C(=O)c1ccc(NC(=O)Cc2ccc(NC(=O)C3CCCN(C(=O)CCc4ccccc4)C3)cc2)cc1 (stereo not drawn),-2,1,1.7,3,-0.4,-8,-8,-2,-11,-3
CCc1ccccc1OCC(=O)NCC1COc2ccccc2O1 (stereo not drawn),nt,2,3.8,0,-1.7,-20,2,-3,1,-2
COCC(=O)N(Cc1cc2cc(C)ccc2[nH]c1=O)c1ccc(C)c(C)c1,nt,-7,-1.0,0,-0.6,5,-8,0,-17,-2
CCN(CC)CCNC(=O)c1nn(-c2ccc(Cl)cc2)c2c1CCc1cc(OC)ccc1-2,-22,-6,3.6,5,-1.6,-16,-8,3,-20,-5
CCN(CC)C(=O)c1ncn(Cc2ccccc2)c1C(=O)N(CC)CC,-4,-1,-0.9,1,1.6,5,-3,-1,-16,0
Cc1onc(-c2ccccc2)c1C(=O)N1CCCN(C(=O)c2c(-c3ccccc3)noc2C)CC1,-2,1,-2.9,-4,0.8,15,-6,0,-2,0
O=C(CS(=O)(=O)Cc1ccccc1)N1CCc2ccccc21,-1,-2,-2.2,1,-1.4,14,3,-1,8,2
O=C(C(=O)N1CCc2ccccc2C1)c1cn(CC(=O)N2CCOCC2)c2ccccc12,0,-4,-3.6,4,1.0,19,-6,4,-29,7

Source: PubChem (several laboratories)
